# Compound activity: PubChem, several laboratories
# IDE inh: human IDE inhibitors in live cells, primary screen, fluorescence polarization, HEK cells, FAbetaB substrate; Insulin-degrading enzyme (Homo sapiens), P14735; FAbetaB cleavage; inhibition, % at 5.59 µM; 320,000 tested, 0.41% active;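 active = percent inhibition above the average of all tested compounds plus 3 SD, set per screening campaign, cut at about 16% in these data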;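 note: IDE supplied by intact live HEK cells; FP after avidin binding of uncleaved biotin substrate so inhibition keeps polarization high; 0% = DMSO wells and 100% = 60 µM reference IDE inhibitor Ii1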
# IDE act: human IDE activators in live cells, primary screen, fluorescence polarization, HEK cells, FAbeta-B substrate; Insulin-degrading enzyme (Homo sapiens), P14735; FAbeta-B cleavage; 0% vehicle, 100% cell-free pure enzyme wells; activation, % at 5.96 µM; 340,000 tested, 0.073% active; AID 493087, 2011;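 active = activation above the mean of all tested compounds plus 3 SD, set per screening campaign, cut at about 17% in these data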
# NALP1 yeast inh: NALP1 inflammasome inhibitors in reconstituted yeast, colorimetric, S. cerevisiae, triplicate retest. inhibition, % at 10 µM. S. cerevisiae NALP1/ASC/caspase-1 growth, X-gal OD620, 72 h. 280,000 tested, 0.61% active; in the data active = inhibition mostly above about 24%, no sharp cut-off; inactive = mostly below about 32%; note: some compounds called inactive have numbers as strong as hits
# VIM-2 inhibitor: VIM-2 metallo-beta-lactamase inhibitors, primary screen, biochemical, epi-absorbance readout, Pseudomonas aeruginosa enzyme; purified VIM-2, nitrocefin hydrolysis, epi-absorbance fluorescence; inhibition, % at 5.6 µM; 290,000 tested, 0.89% active;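 active = inhibition above the mean of all tested compounds plus 3 SD, cutoff set per screening run, cut at about 7.5% in these data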;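 note: red hydrolysis product quenches plate fluorescence so inhibitors raise well fluorescence; 0% = enzyme with DMSO and 100% = DMSO without enzyme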
# M18AAP inhibitor: PfM18AAP inhibitors, malaria aminopeptidase, primary screen, biochemical, QFRET, recombinant enzyme | AID 1822, 2009 | M18 aspartyl aminopeptidase (Plasmodium falciparum 3D7) | H-Glu-NHMec fluorogenic cleavage | 290,000 tested, 1.2% active | inhibition, % at 7.35 µM;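 active = inhibition above the campaign mean inhibition over all tested compounds plus 3 SD, cut at about 28% in these data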;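 note: 0% = plate median of test compound wells and 100% = 2 mM ZnCl2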
# GPR7 antag: GPR7 receptor antagonists, primary screen, cell-based, fluorescence, single concentration. inhibition, % at 4.4 µM. GPR7-expressing cells, fluorescence antagonist assay. 290,000 tested, 1.1% active; in the data active = inhibition above about 16%, passing the limit was not always enough;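 note: cells stimulated with the agonist NPW; 0% = agonist with vehicle and 100% = vehicle without agonist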
# p-CIP stab down: p/CIP-EGFP fusion destabilizers, primary screen, fluorescence, F442A cells; 290,000 tested, 0.01% active; AID 1984, 2009; 16 h; decrease of EGFP signal, % at 10 µM;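 active = EGFP signal decrease of at least 30% at 10 µM or well 3 SD below plate mean, unless failing retest; inactive = the rest, including hits failing retest or dose response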; note: some compounds called inactive have numbers as strong as hits; many of its hits are not listed in these tables
# Target sequence (Q05BA5 1-1403): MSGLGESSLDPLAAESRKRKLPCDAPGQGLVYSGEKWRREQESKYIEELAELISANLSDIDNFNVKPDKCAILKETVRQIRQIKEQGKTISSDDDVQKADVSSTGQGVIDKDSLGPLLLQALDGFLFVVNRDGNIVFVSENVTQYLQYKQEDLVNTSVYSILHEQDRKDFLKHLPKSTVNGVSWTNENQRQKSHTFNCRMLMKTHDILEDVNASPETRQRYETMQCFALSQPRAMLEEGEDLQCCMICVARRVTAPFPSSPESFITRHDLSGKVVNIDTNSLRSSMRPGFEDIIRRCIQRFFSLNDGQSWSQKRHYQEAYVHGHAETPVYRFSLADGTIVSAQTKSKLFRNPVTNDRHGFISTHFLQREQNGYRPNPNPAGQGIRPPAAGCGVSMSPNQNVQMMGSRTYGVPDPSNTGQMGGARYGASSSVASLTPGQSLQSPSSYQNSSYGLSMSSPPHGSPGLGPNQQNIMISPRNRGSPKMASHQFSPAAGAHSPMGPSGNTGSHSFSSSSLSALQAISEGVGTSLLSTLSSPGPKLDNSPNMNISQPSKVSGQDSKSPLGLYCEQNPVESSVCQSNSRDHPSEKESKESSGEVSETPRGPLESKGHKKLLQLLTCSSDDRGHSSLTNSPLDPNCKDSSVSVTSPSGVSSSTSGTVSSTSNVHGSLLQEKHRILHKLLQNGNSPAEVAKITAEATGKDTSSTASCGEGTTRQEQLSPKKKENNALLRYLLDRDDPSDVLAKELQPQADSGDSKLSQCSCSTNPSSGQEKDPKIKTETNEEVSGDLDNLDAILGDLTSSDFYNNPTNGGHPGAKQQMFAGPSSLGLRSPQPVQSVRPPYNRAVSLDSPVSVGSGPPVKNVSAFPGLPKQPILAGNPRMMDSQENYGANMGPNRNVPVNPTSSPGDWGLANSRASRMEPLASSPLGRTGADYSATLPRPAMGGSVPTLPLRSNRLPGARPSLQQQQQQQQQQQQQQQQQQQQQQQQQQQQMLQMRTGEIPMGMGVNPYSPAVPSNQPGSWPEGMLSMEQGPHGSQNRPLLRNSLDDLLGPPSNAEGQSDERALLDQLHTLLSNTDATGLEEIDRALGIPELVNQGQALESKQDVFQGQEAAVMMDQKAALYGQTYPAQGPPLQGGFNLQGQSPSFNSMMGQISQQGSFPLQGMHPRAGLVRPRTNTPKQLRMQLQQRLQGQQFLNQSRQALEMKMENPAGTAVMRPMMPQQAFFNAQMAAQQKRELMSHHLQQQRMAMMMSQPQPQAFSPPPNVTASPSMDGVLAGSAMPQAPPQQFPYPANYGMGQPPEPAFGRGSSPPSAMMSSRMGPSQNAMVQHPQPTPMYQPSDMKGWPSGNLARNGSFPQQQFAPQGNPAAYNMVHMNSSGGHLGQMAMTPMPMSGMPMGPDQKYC
# PHOSPHO1 block: PubChem AID 1565 | recombinant PHOSPHO1, absorbance phosphatase assay | inhibition, % at 13.3 µM | Phosphoethanolamine/phosphocholine phosphatase (Homo sapiens), Q8TCT1 | 290,000 tested, 1.1% active; in the data active = inhibition above about 60%
# IMP-1 inhibitor: IMP-1 metallo-beta-lactamase inhibitors, primary screen, biochemical, epi-absorbance readout, Pseudomonas aeruginosa enzyme | metallo-beta-lactamase IMP-1 (Pseudomonas aeruginosa) | purified IMP-1, nitrocefin hydrolysis, epi-absorbance fluorescence | inhibition, % at 5.6 µM | 290,000 tested, 0.45% active | AID 1556, 2009;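 active = inhibition above the mean plus 3 SD of all compounds in the same screening run, cut at about 4.5% in these data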;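 note: 0% = IMP-1 with DMSO and 100% = DMSO wells lacking enzyme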
#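 System: Purified IMP-1 | Read-out basis: Percent enzyme inhibition | Controls: IMP-1 with DMSO as 0%, enzyme-free DMSO as 100% | Replicates: One well per compound | Doses: 5.6 µM nominal single concentration | Detection: Epi-absorbance fluorescence, 480 nm excitation, 530 nm emission | Incubation: 25 °C, 15 min preincubation, 25 min reaction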
# Active calls of the source: *; nt = not tested or not shown.
SMILES,IDE inh,IDE act,NALP1 yeast inh,VIM-2 inhibitor,M18AAP inhibitor,GPR7 antag,p-CIP stab down,PHOSPHO1 block,IMP-1 inhibitor
O=C(CCc1nnc(Cc2c[nH]c3ccccc23)o1)NC(C1CC1)C1CC1,4,5,-3,-3.4,-8,3,-2,-8,-2.4
COc1ccc(C(=O)NCCNc2ccc([N+](=O)[O-])cn2)cc1,5,-1,1,0.9,-4,7,-1,9,-4.3
COc1cc2c(cc1OC)C(c1ccc(N(C)C)cc1)CC(=O)N2 (centres undefined),-2,-1,6,-1.3,6,1,7,1,0.3
Cc1cc(-c2ccco2)n(-c2ccccc2)n1,-2,-1,17,-3.0,-17,-11,-15,16,-2.3
Cc1nc(CCNC(=O)Cc2ccccc2)cs1,1,-3,1,-2.2,0,3,-2,3,-2.5
CCCCSc1nnc(-c2ccc(C)cc2)c2ccccc12,7,-3,-1,-4.3,5,-12,-2,-6,-4.5
COc1ccc(Cc2nc3ccc(C(=O)NCC(C)(C)OC)cc3o2)cc1,0,1,12,0.1,3,-14,-5,30,0.1
Cc1ccc(NC2=NCC(Cc3ccc(Br)cc3)S2)cc1 (centres undefined),3,-4,3,-3.1,1,1,-18,32,-3.8
COc1ccc(N(C(=O)c2snc(C(N)=O)c2N)C(C(=O)NC2CCCCC2)c2ccc(C)o2)c(OC)c1 (centres undefined),7,-4,-3,-5.5,0,21,-3,-6,-4.3
CC(=O)c1cn(CCCCCCCn2cc(C(C)=O)c(=O)[nH]c2=O)c(=O)[nH]c1=O,-2,-4,15,-2.5,1,-9,8,-12,-2.4
NC(=O)C1CCN(C(=O)Nc2csc3ccccc23)CC1,3,nt,12,-1.4,4,5,1,3,-2.0
CCOC(=O)c1ccc(S(=O)(=O)N2CCC(N3CCCCC3)CC2)cc1,4,0,6,-2.9,-6,-8,-14,18,-1.6
CCOC(=O)CSc1nnc(Cc2ccccc2)n1CC1CCCO1 (centres undefined),1,5,19,-1.6,1,-8,-2,28,-2.6
COc1ccc(N(C(=O)CNC(=O)c2ccco2)C(C(=O)NCC2CCCO2)c2ccccc2)cc1Cl (centres undefined),2,0,5,-4.3,4,-12,1,36,-2.5
Cc1cc(C(=O)N/N=C/c2c3ccccc3cc3ccccc23)n[nH]1,-1,-3,5,-2.9,10,-4,-11,-2,-4.3
COc1ccccc1/C=C/C=N/N1CCN(Cc2ccc(Cl)cc2)CC1,-7,-1,16,-4.0,3,-15,-10,42,-3.6
CCCCc1c(O)nc(SCC(=O)O)[nH]c1=O,5,3,-3,-1.6,7,-6,-4,20,-1.4
Cc1ccc(C(=O)Nc2nccc(C)n2)cc1,2,2,-11,2.4,-3,-4,-2,15,0.8
CCn1c(SCC(=O)N2CCN(c3ccccc3)CC2)nnc1-c1ccncc1,nt,nt,6,-0.2,-8,-9,2,-6,-2.5
CN(C)c1ccc(/C=N/NC(=O)CN2CCN(c3ccc(F)cc3)CC2)cc1,-1,nt,19,-2.4,3,-12,-2,4,-3.0

# Record cards (already shown). Order of values: IDE inh, IDE act, NALP1 yeast inh, VIM-2 inhibitor, M18AAP inhibitor, GPR7 antag, p-CIP stab down, PHOSPHO1 block, IMP-1 inhibitor
# CCCCSc1nnc(-c2ccc(C)cc2)c2ccccc12 across the screens: 7, -3, -1, -4.3, 5, -12, -2, -6, -4.5
# Cc1nc(CCNC(=O)Cc2ccccc2)cs1 across the screens: 1, -3, 1, -2.2, 0, 3, -2, 3, -2.5
# COc1ccc(Cc2nc3ccc(C(=O)NCC(C)(C)OC)cc3o2)cc1 across the screens: 0, 1, 12, 0.1, 3, -14, -5, 30, 0.1
# COc1cc2c(cc1OC)C(c1ccc(N(C)C)cc1)CC(=O)N2 (centres undefined) across the screens: -2, -1, 6, -1.3, 6, 1, 7, 1, 0.3
# O=C(CCc1nnc(Cc2c[nH]c3ccccc23)o1)NC(C1CC1)C1CC1 across the screens: 4, 5, -3, -3.4, -8, 3, -2, -8, -2.4

# The main list resumes; the 2 compounds before the break are reprinted first.
SMILES,IDE inh,IDE act,NALP1 yeast inh,VIM-2 inhibitor,M18AAP inhibitor,GPR7 antag,p-CIP stab down,PHOSPHO1 block,IMP-1 inhibitor
CCn1c(SCC(=O)N2CCN(c3ccccc3)CC2)nnc1-c1ccncc1,nt,nt,6,-0.2,-8,-9,2,-6,-2.5
CN(C)c1ccc(/C=N/NC(=O)CN2CCN(c3ccc(F)cc3)CC2)cc1,-1,nt,19,-2.4,3,-12,-2,4,-3.0
O=[N+]([O-])c1ccc(C(O)CSC(=S)N2CCCCC2)cc1 (centres undefined),2,-1,-4,-1.9,-2,7,5,18,-1.9
O=C(c1ccccc1NS(=O)(=O)c1cccc([N+](=O)[O-])c1)N1CCOCC1,6,3,2,-0.7,2,-5,-9,17,-1.8
COc1cccc(C(=O)Nc2ccc(C(=O)c3ccncc3)cc2)c1,7,0,13,1.0,0,23*,11,51,0.8
Cc1ccc(N2CC(C(=O)Nc3nnc(SCC(=O)Nc4cc(C)on4)s3)CC2=O)cc1 (centres undefined),-5,6,22,1.3,-8,-6,-6,4,-0.8
Fc1c(F)c(F)c(CSc2nc3ccccc3[nH]2)c(F)c1F,-1,-1,14,-6.7,-1,-16,-5,-14,-7.8
Cc1[nH]c(C)c(S(=O)(=O)N2CCN(c3cccc(Cl)c3)CC2)c1C(=O)N1CCCC1,8,-2,7,-3.0,4,-2,0,22,-2.2
CN(/N=C/c1ccc(O)cc1O)c1ncc(C(F)(F)F)cc1Cl,8,1,7,-2.7,0,-8,-9,-8,-1.1
CCOCCCNC(=O)C1CCN(S(=O)(=O)N2CCCC2)CC1,2,4,-5,0.2,-5,-8,11,4,-2.7
Cc1cc(-c2ccccc2)n(-c2ccc(C(N)=O)cc2)n1,5,4,25,-0.7,-4,0,-10,0,-3.9
O=c1c2ccccc2cnn1Cc1n[nH]c(=S)n1-c1ccc(F)c(Cl)c1,-2,-10,-1,0.7,21,-3,-4,-50,-3.4
Clc1ccc(-c2nnc3n2CCCCC3)cc1,6,1,25,-2.2,-2,11,16,7,-2.4
O=C(COC(=O)CNC(=O)C1CCCCC1)Nc1ccc2ccccc2c1,6,0,3,-5.4,2,-5,0,-14,-2.9
Cc1ccc(C(=O)COC(=O)c2cnccn2)cc1,1,1,14,-1.0,-5,-5,1,-8,-4.5
CCOC(=O)c1cnc2ccc(Cl)cc2c1NCCN(C)C,4,-5,17,-2.5,5,-12,-11,-18,-4.7
Cc1ccc(NC(=O)[C@@H](CC(C)C)NC(=O)[C@@H]2Cc3ccccc3CN2)cc1,-4,2,13,-1.6,-6,-8,-13,22,-1.1
O=C(Nc1ccc(Cl)cc1)C(c1ccccc1)N(CCO)CCO (centres undefined),-4,3,7,0.1,-6,-1,-16,-16,-4.7
NC[C@@H]1O[C@H](O[C@H]2[C@@H](O)[C@H](O[C@@H]3[C@@H](O)[C@H](N)C[C@H](N)[C@H]3O[C@H]3O[C@H](CO)[C@@H](O)[C@H](O)[C@H]3N)O[C@@H]2CO)[C@H](N)[C@@H](O)[C@@H]1O,-2,nt,6,-3.5,-1,-9,-18,36,-0.7
COc1cc(Br)cc(Br)c1OCC(=O)N/N=C/c1c(C)n(C)n(-c2ccccc2)c1=O,nt,8,-9,-4.0,-1,-6,-2,26,1.3
CC(=O)N1CCOc2ccc(S(=O)(=O)N3CCCCC3)cc21,4,0,-1,-2.5,16,19,13,7,0.8
CN1CCN(c2ccccc2NC(=O)COc2ccc(C3CCCCC3)cc2)CC1,6,9,8,-2.9,2,0,-7,36,-0.9

# Structures listed above shown as hits in GPR7 antag.
SMILES,IDE inh,IDE act,NALP1 yeast inh,VIM-2 inhibitor,M18AAP inhibitor,GPR7 antag,p-CIP stab down,PHOSPHO1 block,IMP-1 inhibitor
COc1cccc(C(=O)Nc2ccc(C(=O)c3ccncc3)cc2)c1,7,0,13,1.0,0,23*,11,51,0.8

# Next section
SMILES,IDE inh,IDE act,NALP1 yeast inh,VIM-2 inhibitor,M18AAP inhibitor,GPR7 antag,p-CIP stab down,PHOSPHO1 block,IMP-1 inhibitor
[O-]/[N+](=C\c1cccc(Br)c1)c1ccccc1,-3,0,13,-2.8,8,1,1,15,-2.0
CC(C)(C)c1ccc(NC(=O)COC(=O)CCN2C(=O)c3cccc([N+](=O)[O-])c3C2=O)cc1,1,6,8,1.5,-12,-11,2,10,-0.1
Cc1ccc(/C(O)=C2\C(=O)C(=O)N(C)C2c2cccc([N+](=O)[O-])c2)cc1 (centres undefined),0,7,14,-1.7,-13,-8,-10,14,-1.7
CN(c1ccc(C(=O)NC2CCCC2)cc1)S(=O)(=O)c1ccccc1,2,7,8,-2.2,3,-1,5,40,-0.1
CCCCCC1CC(=O)N(Cc2ccccc2)C(=O)N1 (centres undefined),5,4,4,-0.9,0,-6,-3,18,-2.0
CCCC12CN3CC(C)(CN(C1)C3c1ccco1)C2=O (centres undefined),-1,3,37,-1.8,-2,3,13,-2,-0.9
CCOC(=O)c1sc(NC(=O)Cc2ccc(F)cc2)nc1C,0,0,14,-0.6,-1,-11,-1,-15,-0.5
Cc1ccc(N2CN(CCc3ccccc3)CNC2=S)cc1,-1,-6,7,-2.1,3,-12,-2,24,-1.1
O=C(N/N=C/c1cccs1)C(O)c1ccccc1 (centres undefined),2,4,nt,-2.5,-2,-4,0,18,-0.9
Cc1cc(-c2nnc(CCC(=O)NC(C)c3ccccc3Cl)o2)no1 (centres undefined),0,-1,16,-1.5,-11,4,-10,9,-3.9
CC(C)(C)c1ccc(C(=O)c2c[nH]c(C(=O)NCCCn3ccnc3)c2)cc1,-7,-4,-4,-2.2,5,24,-8,38,-2.3
COc1ccccc1C(=O)N/C(=C\c1ccc(Br)cc1)C(=O)NCC(=O)O,2,0,23,-2.5,-7,1,1,-7,-2.0
CCCCOC(=O)C1=C(C)Nc2ncnn2C1c1ccc(OCC)c(OC)c1 (centres undefined),-3,7,2,0.4,-2,-9,-5,9,-2.6
O=C(CSc1ncccn1)N1CCN(C(=O)CSc2ncccn2)CC1,-3,2,44,-1.6,-3,-1,2,-13,-1.9
O=C(NNC(=O)c1cccc(C(F)(F)F)c1)c1ccncc1,4,0,6,-2.4,-3,-9,-1,1,-1.9
N#CC1=C(N)Oc2n[nH]c(CSc3ccccc3)c2C12C(=O)Nc1ccccc12 (centres undefined),1,6,6,-2.9,-7,-10,-7,9,-3.1
COc1ccccc1CNC(=O)CCN1C(=O)COc2ccccc21,9,-2,7,-2.9,4,-1,-10,50,-2.9
